Assay outcomes (PubChem)
KDM5B inh = inhibitors of human KDM5B histone demethylase | KDM5B demethylase, FDH-coupled NADH fluorescence (FDH is formaldehyde dehydrogenase) | Potency, µM (doses to about 57.7 µM), inactives show at the highest dose activity change, negative = inhibition, most hits filed as inhibitors | actives 2.6% (n = 220,000) | AID 1347165; active means well fitted inhibition curve with a large enough effect; inconclusive means small, poorly fitted or top-dose-only effect; inactive means no such curve, though single readings can be large or run the other way; further: 0% is about no effect; nearly all actives have a fitted effect of over 70% in size
Target sequence (Q9UGL1 whole entry, looked up): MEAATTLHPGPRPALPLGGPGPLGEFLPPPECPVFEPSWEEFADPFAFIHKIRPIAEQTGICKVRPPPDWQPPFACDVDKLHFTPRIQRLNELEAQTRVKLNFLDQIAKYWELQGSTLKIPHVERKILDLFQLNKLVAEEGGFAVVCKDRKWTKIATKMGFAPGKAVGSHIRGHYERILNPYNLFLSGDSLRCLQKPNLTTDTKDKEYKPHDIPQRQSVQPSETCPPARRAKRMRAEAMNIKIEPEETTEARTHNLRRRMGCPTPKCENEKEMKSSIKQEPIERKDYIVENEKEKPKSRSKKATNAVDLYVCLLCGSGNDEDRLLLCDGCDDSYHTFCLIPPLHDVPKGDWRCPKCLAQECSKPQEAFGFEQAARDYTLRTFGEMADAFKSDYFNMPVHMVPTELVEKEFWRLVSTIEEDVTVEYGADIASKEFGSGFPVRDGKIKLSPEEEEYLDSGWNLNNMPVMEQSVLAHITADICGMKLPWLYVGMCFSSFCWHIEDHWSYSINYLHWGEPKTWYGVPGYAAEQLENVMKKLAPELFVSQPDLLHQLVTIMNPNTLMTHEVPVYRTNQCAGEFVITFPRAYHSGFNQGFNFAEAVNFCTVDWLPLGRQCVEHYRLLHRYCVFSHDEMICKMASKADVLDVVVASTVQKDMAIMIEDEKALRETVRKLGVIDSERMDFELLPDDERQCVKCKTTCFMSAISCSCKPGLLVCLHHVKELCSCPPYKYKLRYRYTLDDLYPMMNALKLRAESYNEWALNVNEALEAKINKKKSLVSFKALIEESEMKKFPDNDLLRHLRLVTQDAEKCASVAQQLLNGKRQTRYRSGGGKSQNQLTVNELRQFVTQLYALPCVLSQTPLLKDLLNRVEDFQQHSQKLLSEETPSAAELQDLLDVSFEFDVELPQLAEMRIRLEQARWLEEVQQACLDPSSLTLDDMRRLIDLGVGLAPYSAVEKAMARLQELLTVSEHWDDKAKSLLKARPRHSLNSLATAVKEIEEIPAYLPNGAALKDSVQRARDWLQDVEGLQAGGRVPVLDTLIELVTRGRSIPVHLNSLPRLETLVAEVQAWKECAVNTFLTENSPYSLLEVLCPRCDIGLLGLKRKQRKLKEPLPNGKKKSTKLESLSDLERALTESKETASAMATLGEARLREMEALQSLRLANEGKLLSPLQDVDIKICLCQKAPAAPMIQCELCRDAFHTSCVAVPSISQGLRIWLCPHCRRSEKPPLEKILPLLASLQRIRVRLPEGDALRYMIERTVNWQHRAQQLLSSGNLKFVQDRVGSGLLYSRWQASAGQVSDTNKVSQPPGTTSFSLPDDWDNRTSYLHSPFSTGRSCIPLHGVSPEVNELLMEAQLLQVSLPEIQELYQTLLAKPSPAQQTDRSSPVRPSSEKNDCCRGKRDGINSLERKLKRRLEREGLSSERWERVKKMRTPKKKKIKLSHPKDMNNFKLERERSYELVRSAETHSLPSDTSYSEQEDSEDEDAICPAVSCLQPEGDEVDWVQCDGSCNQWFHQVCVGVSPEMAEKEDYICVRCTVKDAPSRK
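qHTS format, multiple compound concentrations. Buffer 50 mM HEPES pH 7.5/0.01% Tween-20; 200 nM KDM5BΔAP final; 10 min compound preincubation; substrate-mix levels 12.5 µM peptide, 25 µM α-KG, 0.25 mM NAD⁺; 30 min RT; ΔRFU.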
An asterisk follows results filed as active; i = inactive; ? = inconclusive; & = joins results of further samples; [ ] = dose if it differs, or a comment. Potency means the concentration at half of the fitted maximal effect. These rows are one share of the data. The share of hits here may be higher or lower than overall.

| smiles | KDM5B inh |
| --- | --- |
| CCOc1ccc(NC(=O)c2cc3n(n2)CC(c2ccc(Cl)cc2)OC3)cc1 (stereo not given) | -13% |
| Cc1nc(SCc2ccccc2)[nH]c(=O)c1CCC(=O)N1CCC(C)CC1 | 27% |
| O=C1NCCCCCCN[C@H]2C[C@H](c3nc(-c4cnccn4)no3)C[C@@H]12 | -4% |
| CCOC(=O)c1cccc(NC(=O)c2ccc(NC(=O)C3CCCO3)cc2)c1 (stereo not given) | 9% |
| O=C(Nc1ccccc1)c1cn(-c2ccccc2)nc1-c1ccccc1 | 0% |
| CCc1ccc(NC(=O)c2cc(=O)c3cc(C)c(C)cc3o2)cc1 | -2% |
| CSCC1CCN(C(=O)CN2CC(c3ccccc3)CC2=O)CC1 (stereo not given) | -7% |
| Cc1cc(F)ccc1NS(=O)(=O)c1cc(C(=O)O)cc2c1CCC2 | 9% |
| CC1=C(c2ccc(C)c(C)c2)S(=O)(=O)N=C1N1CCC(C(=O)NCCc2ccco2)CC1 | ? |
| CC(NC(=O)c1ccc2c(c1)OCO2)C(=O)N1CCN(c2ccccn2)CC1 (stereo not given) | 32µM* |

In the list so far, these have four or more nitrogen atoms:
| smiles | KDM5B inh |
| --- | --- |
| O=C1NCCCCCCN[C@H]2C[C@H](c3nc(-c4cnccn4)no3)C[C@@H]12 | -4% |
| CC(NC(=O)c1ccc2c(c1)OCO2)C(=O)N1CCN(c2ccccn2)CC1 (stereo not given) | 32µM* |

(next part)
| smiles | KDM5B inh |
| --- | --- |
| Cc1ccc(-c2c(CN3CCN(c4cccc(C)c4)C(C)C3)csc2C)cc1 (stereo not given) | ? |
| CC(=O)c1nnn(-c2nc(N(C)C)nc(N(C)C)n2)c1C | 26% |
| COc1ccc(S(=O)(=O)Cc2nnnn2-c2ccc(Cl)c(Cl)c2)cc1 | 7% |
| O=C(OCc1ccccc1)N1CCOCC12CCN(Cc1ccccc1)CC2 | -4%[86.2 µM] |
| COCCN(CCNC(=O)C1Cn2cccc2C(=O)N1C)Cc1ccco1 (stereo not given) | -15% |
| COc1ccc(Cl)cc1NC(=O)COc1ccccc1 | -1% |
| Cc1ccc(C(=O)NCCn2ccn3nc(-c4ccc(C)c(C)c4)cc3c2=O)cc1 | ? |
| O=C(c1ccc(N2CC[C@H](O)C2)nc1)N1CCC(N2CCOCC2)CC1 | 25µM* |
| COCC(=O)N1CCCC(C(=O)NCCCc2ccccc2)CCNC(=O)CC1 (stereo not given) | 32% |
| COc1cccc(-c2nc(CS(=O)CC(=O)NCc3ccc(F)cc3)c(C)o2)c1 (stereo not given) | 6% |
| CCOC(=O)N1CCN([C@H]2CS(=O)(=O)C[C@@H]2S(=O)(=O)c2ccc(C)cc2)CC1 | -7% |
| O=C(NC[C@H]1O[C@@H](CC(=O)N2CCCC2)[C@H](O)[C@@H]1O)c1cccc(F)c1 | ? |
| O=C(Nc1ccc(O)c(-c2nc3ccccc3o2)c1)c1ccc2c(c1)OCCO2 | -6% |
| Cc1ccc(C(=O)N2CCCCCCNC(=O)CC2c2ccccc2)s1 (stereo not given) | 13% |
| COc1ccc(N2CC(C(=O)Nc3ccccc3-c3nc(-c4ccc(C)cc4)no3)CC2=O)cc1 (stereo not given) | -19% |
| N#CC(C(=O)C1CCCCC1)c1nc2ccccc2s1 (stereo not given) | ? |
| O=C(NCc1ccc(F)cc1)c1cc(-c2ccncc2)nc2ccccc12 | -8% |
| CC(Cn1cncn1)Nc1nc(-c2ccncc2)nc2c1cnn2C (stereo not given) | ? |
| COc1cccc(-c2ocnc2C(=O)Nc2cc(Cl)ccc2OC)c1 | -4% |
| CN(C)CCNC(=O)C(C)(C)Oc1nn(CC2CCOCC2)c2ccccc12 | 32µM* |
| Cc1ccc(C)c(N2CCN(CCCNC(=O)c3ccc4nc(N5CCC(C)CC5)sc4c3)CC2)c1 | 2% |
| CN(C)C(CNCc1cccc(C#N)c1)c1ccccc1 (stereo not given) | 16% |
| COc1cccc(C(=O)Nc2ccc3ncnc(N4CCCCC4)c3c2)c1 | -26% |
| O=C(O)CC1(CC(=O)N2CCN3C(=O)N(Cc4ccccc4)C(=O)[C@H]3C2)CCCC1 | 35%[activator][86.2 µM] |
| CCOc1ccccc1C(=O)N1CCN(c2cc(-c3ccc(OC)cc3)[nH]n2)CC1 | -21% |
| Cc1ccc(-c2nnc(C3CN(C(=O)c4ccnn4C)CC34CCOCC4)o2)cc1 (stereo not given) | 15% |
| COc1cccc(/C=C(\C#N)c2nc3ccc(C)cc3[nH]2)c1OC | ? |
| CCN1c2cc(C(=O)N3CCN(c4ccc(F)cc4)CC3)ccc2C(=O)N2CCCCC21 (stereo not given) | ? |
| O=C(Cn1nc2n(c1=O)CCCC2)NC1CCCC1 | 26% |
| CC(C)Cc1cc(C(=O)N2CCCC(c3ccc(C(=O)O)cc3)C2)nc(=O)[nH]1 (stereo not given) | -3% |

4 compounds from above, sorted by molecular weight, low to high.
| smiles | KDM5B inh |
| --- | --- |
| COc1cccc(C(=O)Nc2ccc3ncnc(N4CCCCC4)c3c2)c1 | -26% |
| CCOc1ccccc1C(=O)N1CCN(c2cc(-c3ccc(OC)cc3)[nH]n2)CC1 | -21% |
| Cc1ccc(-c2nnc(C3CN(C(=O)c4ccnn4C)CC34CCOCC4)o2)cc1 (stereo not given) | 15% |
| O=C(O)CC1(CC(=O)N2CCN3C(=O)N(Cc4ccccc4)C(=O)[C@H]3C2)CCCC1 | 35%[activator][86.2 µM] |

Remaining list, next part
| smiles | KDM5B inh |
| --- | --- |
| COC(=O)c1ccc(NC(=O)Cn2nc(C(=O)Nc3ccc(C)cc3)ccc2=O)cc1 | 1% |
| Cc1cccc(NC(=O)Cn2nc3c4ccccc4n(Cc4ccccc4)cc-3c2=O)c1 | -3% |
| CS(=O)(=O)c1ccc(OCC2(CNC(=O)c3ccc(C#N)cc3)C[C@@H](O)[C@@H](O)C2)cc1 (stereo not given in full) | -18% |
| Cc1cc(C(=O)NCC2CCCCC(=O)N2)n(C)n1 (stereo not given) | 12% |
| COc1cc2nc(C)sc2cc1OC | 3% |
| Cc1cccc(C)c1OCc1nnc(NC(=O)Nc2ccc(F)cc2)s1 | -15% |
| N#C/C(=C/c1ccc(Cl)cc1)C(=O)OCC(=O)N1CCCCC1 | -6% |
| Clc1ccc(SCc2nc(NC3CCCc4ccccc43)c3c4c(sc3n2)CCC4)cc1 (stereo not given) | -5% |
| CCC(=O)N1CCCN(C)c2ccccc21 | -7% |
| O=C(NCCc1ccccc1)c1ccc(CS(=O)(=O)c2ccc(Cl)cc2)o1 | 12%&-10% |
| CCOc1ccccc1CNC(=O)c1cc2cn(C3CCCC3)cc2s1 | ? |
| CC1=C[C@@H](CNc2ccccn2)[C@H](C(C)C)C[C@H]1Cc1nnc(-c2ccc(C)cc2)o1 | -25%[86.2 µM] |
| CCOC(=O)c1ccc(NC(=O)C(CC)Sc2nncn3c2cc2oc(C)cc23)cc1 (stereo not given) | ? |
| CCC(CO)Nc1cccc2c1S(=O)(=O)N(Cc1cn(Cc3ccc(F)cc3)nn1)Cc1ccccc1O2 (stereo not given) | ? |
| Cc1noc(C)c1[S+](=O)([O-])N1CCCCC12Cc1ccccc1NC2=O (stereo not given) | 7% |
| CCc1ccc(CNC(=O)CN2C(=O)CSc3c2c(C)nn3-c2ccccc2)cc1 | 2% |
| Cc1nn(-c2ccc(C(C)C)cc2)c(C)c1[C@@H]1C=C[C@@H](NC(=S)NC2CCCCC2)C1 | -10% |
| CC(C)(C)C(=O)COC(=O)c1cc(-c2cccs2)nc2ccccc12 | ? |
| Cn1c(=O)[nH]c(=O)c2c1nc(NCCCO)n2CCO | -12% |
| COc1ccc(OC)c(CNC(=O)c2nnn3c2COC(c2ccc(Cl)cc2)C3)c1 (stereo not given) | -10% |
| COc1ccc(CNC(=O)CSc2ccccc2C(=O)OCC(=O)C(C)(C)C)cc1 | -15% |
| Cc1ccc(NC(=O)CN(C)C(=O)/C=C/c2ccc3c(c2)OCO3)cc1 | ? |
| COc1ccccc1OCCSc1nc2ccccc2n1CC(=O)N1CCOCC1 | -19% |
| CCC(C)(C)NC(=O)C(c1cccc(OC)c1OC)N(C(=O)CCC(=O)Nc1cc(C)on1)C(C)C (stereo not given) | 11% |
| Cc1ccc(C(=O)N2CC(C(=O)N(C)C)C3(CCOCC3)C2)c(C)c1 (stereo not given) | -14% |
| O=C(Nc1ccccc1O)c1cc(=O)[nH]c2ccccc12 | -14% |
| CCOc1nc2ccccc2nc1N1CCC(C(=O)Nc2ccc(C(C)C)cc2)CC1 | -11% |
| O=C1NCCCCC1NC(=O)C1CCCO1 (stereo not given) | -14% |
| O=C1Nc2ccc(-c3ccccc3F)cc2C(=O)N2CCN(C(=O)NC3CCCCC3)C[C@H]12 | ? |
| C(=N\Nc1ccc2nncn2n1)/c1ccco1 | 9% |
| COc1ccccc1NC(=O)CSc1nnc(C2CCCCC2)n1-n1cccc1 | -8% |
| Cc1cccn2c(=O)c3cc(C(=O)NC(C)c4ccccc4)c(=N)n(CCOCCO)c3nc12 (stereo not given) | i |
| O=C(Cn1ccnn1)N1CCC2(CCCN(CC3CC3)C2=O)C1 (stereo not given) | 40%[activator] |
| COCCNC[C@@H]1C=C(C)[C@H](Cc2nnc(-c3ccc(N(C)C)cc3)o2)C[C@H]1C(C)C | 28µM* |
| CN1[C@@H](CCC(=O)N2CCOCC2)CNC(=O)[C@@H]2[C@H]1CCN2C1CCCCC1 | ? |
| Cc1cc(Br)ccc1NC(=O)C1CCCCC1 | -9% |
| Cc1cccc(CN2CCCCCNC(=O)[C@@H]3CCC[C@@H]32)c1 | ? |
| CC1(C)Cc2c(cnn2-c2cccc(F)c2)C(NC(=O)c2csnn2)C1 (stereo not given) | -12% |
| Cc1ccc(-c2cc(C(=O)Nc3nn[nH]n3)c3ccccc3n2)c(C)c1 | ? |
| COc1cccc(CNC(=O)c2cc3c(-c4ccccc4F)nn(C)c3s2)c1 | ? |
| CCc1ccc([S+](=O)([O-])c2nnn3c2nc(NCc2ccncc2)c2ccccc23)cc1 | 50µM* |
| COc1ccc(Cl)cc1-c1nc(C2CC(=O)N(c3ccc(F)cc3)C2)no1 (stereo not given) | ? |
| CCC(C(=O)Nc1ccc2c(c1)OCO2)n1nc(-c2cc(C)ccc2C)ccc1=O (stereo not given) | 6% |
| Cc1ccc(S(=O)(=O)N2CCC(n3cnnc3-c3ccccc3)CC2)c(C)c1 | -14% |
| CCOc1ccccc1CNC(=O)CCn1c(=O)c2cccn2c2ccc(F)cc21 | ? |
| Cc1ccc(S(=O)(=O)N2CCN(C(C(=O)NC3CC3)c3ccccc3)CC2)cc1 (stereo not given) | 20% |
| CCNc1nnc(SCC(=O)NC2CCCCCC2)s1 | -4% |
| CN(Cc1nc2ccccc2[nH]1)S(=O)(=O)c1ccccc1F | -16% |
| CC(C)(C)n1nc2c(c1NC(=O)Cc1ccc([N+](=O)[O-])cc1)CS(=O)(=O)C2 | 0% |
| COc1cccc(CNCCSc2nnnn2C)c1OCc1ccc(Cl)cc1 | -24% |

Additional records:
| smiles | KDM5B inh |
| --- | --- |
| O=C(c1ccccc1)N1CCC(c2nnc3n2C(C(=O)N2CCN(c4ncccn4)CC2)CC3)CC1 (stereo not given) | ? |
| O=[S+]1([O-])NC2(CCN(Cc3ccc(OC(F)(F)F)cc3)C2)CNc2ccccc21 (stereo not given) | 1% |
| O=C(Nc1ncn(Cc2ccccc2F)n1)c1cc(S(=O)(=O)N2CCCC2)c(Cl)cc1Cl | 19% |
| O=C(/C=C/c1ccccc1)OCC#CCOC(=O)/C=C/c1ccccc1 | -19% |
| COc1ccc(C(=O)N2CCOCC3(CN(Cc4cc(F)ccc4F)C3)C2)cc1OC | -14%[86.2 µM] |
| CCOC(=O)c1ccc(NC(=O)Nc2ccon2)cc1 | 8% |
| CC(C)(C)c1ccc(-c2nnc(SCC(=O)NCc3ccco3)n2Cc2ccco2)cc1 | -10% |
| COc1cccc(N2C(=O)[C@@H]3C[C@@H](NC(=O)c4snnc4C)CCN3C2=O)c1 | -15%[86.2 µM] |
| CC(=O)c1ccc(N2CCN(c3nc4ccccc4c4nc(-c5cccc(C)c5)nn34)CC2)cc1 | 0% |
| CCOC(=O)c1cnc(-n2nc(C)cc2C)nc1Oc1ccc(C(=O)OC)cc1 | 18% |

Compounds above that contain a COOH group:
| smiles | KDM5B inh |
| --- | --- |
| Cc1cc(F)ccc1NS(=O)(=O)c1cc(C(=O)O)cc2c1CCC2 | 9% |
| O=C(O)CC1(CC(=O)N2CCN3C(=O)N(Cc4ccccc4)C(=O)[C@H]3C2)CCCC1 | 35%[activator][86.2 µM] |
| CC(C)Cc1cc(C(=O)N2CCCC(c3ccc(C(=O)O)cc3)C2)nc(=O)[nH]1 (stereo not given) | -3% |

(further entries)
| smiles | KDM5B inh |
| --- | --- |
| COc1ccc(-n2c(=O)c3c4c(sc3n3cnnc23)CCC4)cc1 | 9% |
| Cc1ccc(NC(=O)Cn2c(-c3cnccn3)nc(C)c(CCO)c2=O)cc1 | 10% |
| COC1C(=O)N(CC2CC2)C12CCN(C(=O)C1CCOCC1)CC2 (stereo not given) | 9% |
| COc1ccc(COCC(O)CN2CCN(S(=O)(=O)c3ccc(C(C)C)cc3)CC2)cc1 (stereo not given) | ? |
| CCOCCOC1CCN(C(=O)c2ccc3[nH]ccc3c2)CC1 | -1% |
| COc1ccc(C(=O)N2CCC3(CCC3OC)CC2)cn1 (stereo not given) | 9% |
| COc1cccc(CNC(=O)CN2C(=O)N(c3cccc(Cl)c3)S(=O)(=O)c3ccccc32)c1OC | -2% |
| COc1ccc2[nH]c3c(c2c1)CCN(C)C31CCN(C(=O)c2cccs2)CC1 | -20% |
| Cc1ccc(C(=O)c2cn(Cc3ccccc3)c3cc4c(cc3c2=O)OCCO4)cc1 | ? |
| CCCS(=O)(=O)N1CCc2nnc(C3CC3)n2CC1 | 3% |
| O=C(CSc1cccc[n+]1[O-])N1CCc2ccccc21 | 19% |
